# Source: PubChem (several laboratories)
# bCat KO growth – primary screen for growth suppressors in beta-catenin knockout HCT116 cells (colon tumor, human) | viability, % at 10 µM | HCT116 beta-catenin knockout viability, CellTiter-Glo, 60 h; hits give low values | 1.5% of 140,000 active;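 active = viability at or under a set limit, the compound median less 4 SD, cut at about 6% in these data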;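 note: 0% = Hyamine 1622 control at 20 µM and 100% = untreated cell control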
# HCT116 PTEN-null – growth suppression of PTEN-null HCT116, primary screen, cell-based, CellTiter-Glo; HCT116 PTEN-null viability, 60 h; hits give low values; viability, % at 10 µM; 1.2% of 140,000 active;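 active = viability at or below a set limit, 4 SD under the median of all tested compounds, cut at about 3.7% in these data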;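 note: PTEN knockout HCT116 line with beta catenin targeted HCT116 as companion control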
# Yeast life ext – compounds extending yeast replicative lifespan, primary screen, S. cerevisiae, OD615; S. cerevisiae growth with nicotinamide; deaD strain in restrictive glucose medium; inhibition of the nicotinamide effect, % at 10 µM; 0.68% of 130,000 active; AID 775, 2007;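 active = inhibition above a set limit, placed 3 SD over the median of all compounds, cut at about 26% in these data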;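 note: 0% = nicotinamide-treated wells and 100% = cells grown without nicotinamide; some compounds called inactive have numbers as strong as hits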
#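 System: DeaD-strain S. cerevisiae / Buffer or medium: CSMM-D, restrictive glucose (dextrose) synthetic minimal medium / Probe or stimulus: nicotinamide, 1.5 mM, co-present with compound / Compound: one concentration, 10 µM, DMSO 0.25% / Incubation: 48 h compound exposure at 30 °C, humidified / Technique: optical density (absorbance) at 615 nm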
# E-sel TNF inh – E-selectin induction blockers in HUVEC – imaging, immunofluorescence, high content, primary screen. HUVEC TNFa-induced E-selectin immunofluorescence. inhibition, % at 2 µM. 0.71% of 120,000 active;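 active = inhibition above the batch mean plus 3 SD, and confirmed as a hit on visual image review, cut at about 43% in these data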;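 note: 0% = TNF-stimulated DMSO wells and 100% = unstimulated control wells; not every result past the cut was called active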
# MRP-1 activ – H69AR viability gain despite doxorubicin, primary screen, MRP-1 activator project, H69AR cells, CellTiter-Glo. viability rescue. viability increase, % at 10 µM. 0.61% of 140,000 active. AID 799, 2007;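 active = viability gain under doxorubicin at or above a set limit, the compound median plus 3 SD, cut at about 4.7% in these data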;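 note: MRP-1 overexpressing cells given doxorubicin 25 µM after compound pretreatment; 18-22 h compound pretreatment then 72 h with doxorubicin before readout; 0% = doxorubicin-only wells and 100% = vehicle-treated cells without doxorubicin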
# Measles CPE – compounds protecting cells from measles virus cytopathic effect, primary screen, measles RdRp inhibitor project, single point, MLSMR library, absorbance; Measles virus-infected cells, CPE protection; protection (pct of control), % at 4 µM; 1.5% of 140,000 active; AID 841, 2007; in the data active = protection mostly above about 24%, no sharp cut-off; inactive = mostly below about 26%; note: some compounds called inactive have numbers as strong as hits
# NPY Y2 blocker – NPY-Y2 receptor antagonists, primary screen, cell-based. Neuropeptide Y receptor type 2 (Homo sapiens), P49146. NPY-Y2 expressing cells, antagonist mode. inhibition, % at 2.7 µM. 0.99% of 140,000 active; in the data active = inhibition above about 17%;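 note: 0% = vehicle with agonist challenge and 100% = reference antagonist with challenge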
# Target sequence (P49146 whole entry, looked up): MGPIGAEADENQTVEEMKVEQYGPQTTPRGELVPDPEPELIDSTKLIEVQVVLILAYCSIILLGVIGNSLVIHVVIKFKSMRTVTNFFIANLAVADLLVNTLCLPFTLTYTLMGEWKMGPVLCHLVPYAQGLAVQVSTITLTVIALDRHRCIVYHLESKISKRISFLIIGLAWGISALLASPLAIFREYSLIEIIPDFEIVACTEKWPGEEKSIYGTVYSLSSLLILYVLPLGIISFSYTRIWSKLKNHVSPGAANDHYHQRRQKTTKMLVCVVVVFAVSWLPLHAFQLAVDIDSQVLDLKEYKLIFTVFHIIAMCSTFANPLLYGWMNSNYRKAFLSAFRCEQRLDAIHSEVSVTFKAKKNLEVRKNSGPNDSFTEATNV
# BB579 growth dn – growth inhibitors of yeast BB579 in restrictive medium, primary screen, yeast lifespan-shortening project, S. cerevisiae | inhibition, % at 10 µM | OD615, 48 h | AID 804, 2007 | 0.51% of 140,000 active;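 active = inhibition above a set limit, 3 SD over the mean compound inhibition, cut at about 44% in these data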; note: inactives centre near -24
#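 Test system: S. cerevisiae DeaD strain BB579 yeast; Medium: restrictive CSMM-D medium; Compound: one dose, 10 µM compound with 0.25% DMSO; Incubation: 4 h cell preincubation, 48 h compound exposure, 30 °C humidified; Signal: OD at 615 nm; Benchmarks: amphotericin B at 10 µg/mL as positive control.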
# GALR2 antag – GALR2 antagonists in receptor-expressing cells, primary screen | 0.39% of 140,000 active | Galanin receptor type 2 (Homo sapiens), O43603 | antagonist mode | inhibition, % at 4 µM | AID 828, 2007; in the data active = inhibition above about 27%;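 note: cells stimulated with galanin 1-16 at roughly its EC80; 0% = agonist challenge control and 100% = basal control without agonist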
# Target sequence (O43603 whole entry, looked up): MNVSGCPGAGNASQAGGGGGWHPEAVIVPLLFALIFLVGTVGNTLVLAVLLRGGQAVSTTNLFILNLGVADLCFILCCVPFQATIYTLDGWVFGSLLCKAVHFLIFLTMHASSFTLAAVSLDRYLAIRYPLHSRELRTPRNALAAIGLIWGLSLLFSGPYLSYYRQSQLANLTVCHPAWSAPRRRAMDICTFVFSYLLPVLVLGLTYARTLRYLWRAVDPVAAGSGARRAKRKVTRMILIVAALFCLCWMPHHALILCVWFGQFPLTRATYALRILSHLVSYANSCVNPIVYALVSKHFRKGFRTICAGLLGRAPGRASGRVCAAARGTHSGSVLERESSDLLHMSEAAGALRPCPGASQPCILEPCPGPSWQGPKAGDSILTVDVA
# Phagocyt inh – inhibitors of macrophage phagocytosis, primary screen, imaging, J774A.1 cells, IgG beads. AID 1029, 2008. J774A.1 macrophage IgG-bead phagocytosis. inhibition, % at 5 µM. 0.07% of 110,000 active;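 active = inhibition above the mean of the plate negative controls plus 5 SD, cut at about 13% in these data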;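 note: phagocytic index as fraction of beads internalized from green versus red external bead signal; plate controls were DMSO negative control for no effect and cytochalasin-D positive control for full effect; some results beyond the cut were filed as inactive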
# Starred values were filed as active, the others as inactive; · = not tested or not shown.
SMILES,bCat KO growth,HCT116 PTEN-null,Yeast life ext,E-sel TNF inh,MRP-1 activ,Measles CPE,NPY Y2 blocker,BB579 growth dn,GALR2 antag,Phagocyt inh
Cc1nc2ccccc2n2c(O)c(CC(=O)O)cc12,89,95,-7,-31,-0.5,10,1,-10,-5,1
O=S(=O)(c1ccc(Cl)cc1)N1CCC(N2CCOCC2)CC1,80,82,-13,·,-3.5,19,4,-1,-2,-4
CC(=C/c1ccc(C(C)C)cc1)/C=N/NC(=O)Cn1nc(C)cc1C,87,71,3,-18,-2.3,17,1,-19,2,-14
CC12C=CC3(O1)C(C(=O)N(c1ccccc1)C3C(=O)NC1CCCC1)C2C(N)=O (stereo not given),86,97,·,33,-2.4,15,3,-25,-6,·
Cc1cccc(NS(=O)(=O)c2ccc(C3CCCCC3)cc2)c1,53,63,-2,-12,-5.4,8,3,-27,-2,-2
CC1=C(Sc2ccccn2)C(=O)NC(C)(C)C1,100,111,3,9,-0.3,5,0,-68,-2,3
O=CNCC(=O)NC1CCCCCC1,103,104,-2,·,-0.4,4,1,26,-7,-4
CC1CCCCC1NC(=O)/C(C#N)=C/c1ccc(F)c(F)c1 (stereo not given),40,32,24,-4,-4.9,14,1,-22,2,-4
CCSc1nc2ccccc2n1CC(=O)N1CCCCC1,93,90,-12,8,-1.1,20,1,2,2,2
Fc1cccc(NC(=S)N2CCCCC2)c1,89,105,-10,-34,-1.4,8,1,-10,10,-4
O=C(NNC(=S)Nc1ccccc1)c1cccs1,90,93,-1,-3,1.3,4,1,-47,-1,0
O=C(C1CCN(Cc2ccc(OCc3ccccc3)cc2)CC1)N1CCCC1,76,84,6,-12,-2.3,7,7,-24,8,·

# Copied from the list.
# Cc1cccc(NS(=O)(=O)c2ccc(C3CCCCC3)cc2)c1 in Phagocyt inh reads -2
# O=C(C1CCN(Cc2ccc(OCc3ccccc3)cc2)CC1)N1CCCC1 in HCT116 PTEN-null reads 84
# Cc1nc2ccccc2n2c(O)c(CC(=O)O)cc12 in Measles CPE reads 10

# Part of the list above, limited to MRP-1 activ and Measles CPE.
Compound | MRP-1 activ | Measles CPE
CC1=C(Sc2ccccn2)C(=O)NC(C)(C)C1 | -0.3 | 5
O=CNCC(=O)NC1CCCCCC1 | -0.4 | 4

# Next part.
SMILES,bCat KO growth,HCT116 PTEN-null,Yeast life ext,E-sel TNF inh,MRP-1 activ,Measles CPE,NPY Y2 blocker,BB579 growth dn,GALR2 antag,Phagocyt inh
CCN(CC)S(=O)(=O)c1ccc(Cl)c(C(=O)NC2CCCC2)c1,95,100,-2,·,-1.1,9,1,-29,-3,-1
COC(=O)c1ccc(N(C(=O)c2ccco2)C(C(=O)NC2CCCC2)c2ccco2)cc1 (stereo not given),80,94,·,-35,-2.5,6,4,-11,-18,·
COc1ccccc1NC(=O)Cn1cnc2c(cnn2-c2ccc(C)c(C)c2)c1=O,42,40,-6,24,2.2,5,5,-55,-8,2
CC(=O)Nc1cc(N=Cc2ccc(O)cc2O)c(Cl)cc1Cl,81,82,1,·,-1.2,19,0,0,4,0
O=C(NCc1ccccc1)C1CCCN1S(=O)(=O)c1cccc2cccnc12 (stereo not given),93,92,-7,·,-2.8,5,1,-25,-4,0
CCOC(=O)CN1C2=NCCN2c2ccccc21,98,112,-8,5,1.0,5,0,-6,7,-1
CCCCN(CCCC)C(=O)c1nsnc1-c1ccccc1O,96,87,0,7,-3.1,3,7,-13,9,-1
CSCc1cc(N(C)C)nc(SCc2ccc(Cl)c(Cl)c2)n1,76,81,-5,-2,-4.7,4,3,-32,-15,0
O=C(NC(=S)N1CCN(c2ccc([N+](=O)[O-])cc2)CC1)c1ccc(F)cc1,94,94,-2,·,-1.6,4,4,-43,3,4
COc1ccc(C2(C(=O)Nc3ccc(C(=O)O)cc3)CCOCC2)cc1,96,101,-3,-13,-1.2,6,-1,16,6,3
Cc1ccc(OCCCC(=O)N2CCOCC2)c(C)c1,94,96,-12,-16,-0.8,11,0,-5,-4,-1
O=C(CSc1nc(C2CCCCC2)nc2ccccc12)NCc1ccc2c(c1)OCO2,82,72,9,3,-4.7,19,7,-13,7,-5
Cc1cc(S(=O)(=O)N2CCN(Cc3ccccc3)CC2)c(C)s1,92,90,-14,·,-0.9,10,5,-63,-5,0
O=C(CCC(=O)N1CCN(S(=O)(=O)c2ccc(Cl)cc2)CC1)NCc1ccccc1,91,97,-3,30,-0.4,3,2,-3,3,-3
O=C(CSc1ncccc1-c1nc2ccccc2[nH]1)NCc1ccco1,81,88,-22,7,-4.1,23,0,-15,15,1
C[C@]12CC[C@@H]3c4ccc(O)cc4CC[C@H]3[C@@H]1C[C@@H](O)[C@@H]2O,101,92,3,·,-0.5,8,0,-28,11,·
CCN(CC)S(=O)(=O)c1cccc(NC(=O)c2ccc(-n3nc(C)cc3C)cc2)c1,39,41,-4,·,0.7,12,3,-7,8,-13
CN(C)/C=C(\C(=O)c1ccc(Cl)cc1)c1nnnn1-c1ccc(Cl)cc1,88,102,·,-19,-3.9,12,1,-28,-8,·
O=C(NCCCn1ccnc1)/C(=C\c1cccs1)NC(=O)c1ccco1,87,93,4,·,-2.8,5,3,-31,-14,-5
COc1ccc(-n2nnnc2S(=O)(=O)CC(=O)N2CCCCC2)cc1,1.7*,1.3*,8,82*,-5.0,26,2,-20,48*,1
O=C(COC(=O)/C=C/c1ccccc1Cl)NC(=O)Cc1ccccc1,99,107,-7,-1,-2.9,4,6,-24,-9,-4
O=C(CSc1ncnc2c1oc1ccccc12)NC1CCCCC1,94,96,-6,1,-3.6,15,2,-23,4,0
CC(/C=N/n1cnnc1)=C\c1ccco1,96,97,-7,-27,-3.4,6,0,-25,17,·
O=C(N/N=C/C=C\c1ccco1)c1cccnc1,88,94,-5,-9,-3.4,28,0,-3,5,-5
CCCc1cc(=O)oc2cc(C)cc(OCC(=O)O)c12,96,96,-10,21,-0.8,9,7,-12,-2,1
COc1ccc(C2C(C#N)=C(N)Oc3n[nH]c(-c4ccccn4)c32)c(OC)c1OC (stereo not given),99,99,-5,-39,-1.4,4,1,-28,2,1
NC(=O)c1cccnc1Oc1cccc(Cl)c1,92,102,-6,-2,-0.5,10,4,-67,-2,5
COc1ccccc1NC(=S)NNC(=O)c1nn(C)c(C)c1Br,105,102,2,·,0.7,5,3,-43,-5,0
Cc1cc(C)c(C#N)c(SCc2c(F)cccc2[N+](=O)[O-])n1,92,100,-1,·,2.6,0,14,-52,-7,·
CC1CCCCC1NC(=S)Nc1ccc(SC(F)F)cc1 (stereo not given),40,11,-5,-15,-5.6,2,2,-6,-18,0
Cc1csc(/C(C#N)=N/O)n1,87,93,1,·,-0.2,2,1,-10,8,1
COc1ccc(-c2c(C(=O)O)nc3ccccc3c2C(=O)O)cc1,102,102,-1,·,-1.5,-1,-1,-27,9,1
CCN(CC)CCCN(Cc1cc2ccc(C)c(C)c2[nH]c1=O)C(=O)NC1CCCCC1,58,57,-20,-2,-5.0,40,3,-21,-5,·
CC(C)NC(=O)NC(=O)COc1c(F)c(F)cc(F)c1F,92,103,-10,16,0.3,19,4,-39,-18,-1
CC1Cc2ccccc2N1C(=O)CSc1ccccc1 (stereo not given),96,87,-27,5,-4.3,6,2,-16,-6,1
CC(C)=C1C(=O)NN(c2ccc(C)c(Cl)c2)C1=O,93,105,45*,·,-0.1,7,1,-23,-3,-13
CCSc1nnc(N2C(=O)CC(c3ccsc3)C3=C2CC(C)(C)CC3=O)s1 (stereo not given),97,86,-6,·,-1.7,4,1,16,7,0
C/C(=N\NC(=O)COc1ccc(C#N)cc1)c1ccc(N2CCOCC2)cc1,97,91,0,·,-2.3,9,1,-36,-39,·
CCC(=O)Nc1cccc(NC(=O)CSc2nnnn2C2CCCC2)c1,90,88,5,-7,-1.9,20,0,-42,8,1
COc1ccc2nc3oc(C(=O)Nc4ccc(OC)c(OC)c4)cc3cc2c1,93,91,-6,-10,1.0,8,0,-30,-5,6
CCOc1ccc(C(=O)c2ccncc2)cc1,97,102,-22,-16,-0.3,18,0,-39,-6,-2
CCOC(=O)/C(=C/c1c2ccccc2cc2ccccc12)NC(=O)c1ccccc1,86,63,-17,-15,-0.9,17,5,-37,5,·
COC(=O)[C@H](Cc1ccccc1)NC(=O)O[C@H]1C(=O)c2ccc(OC)cc2O[C@@H]1c1ccc2c(c1)OCO2,66,76,7,-26,-1.2,13,0,-39,1,·
Cc1nc(NC(=O)C2CCCCC2)sc1C,96,95,·,-10,0.2,14,0,-1,-7,·
CC(=O)CCc1ccc(OCCCCn2cncn2)cc1,85,86,-11,-8,-1.9,3,4,11,4,1
Cn1cc(/C=N/n2cnc3sc4c(c3c2=O)CCCC4)c2ccccc21,63,55,-14,6,-2.1,8,1,2,-2,·
Cc1ccc(-n2nc(C)c3c2OC(N)=C(C#N)C3c2cccs2)cc1 (stereo not given),81,99,8,3,-2.1,10,2,-70,0,2
CCOc1ccc(OCCn2ccnc2)cc1,95,99,3,·,0.2,11,1,-42,15,7
Cc1cc(C(=O)Nc2c(C)nn(Cc3ccc(F)cc3)c2C)on1,98,106,-7,9,0.6,12,0,-4,-10,0
Cc1cccc(NC(=O)c2cc3c([nH]c4ccccc43)c(C)n2)c1C,93,91,-1,28,2.8,23,3,-5,-2,-12
CCCCCOC(=O)C1C2C=CC3(CN(c4ccccc4C)C(=O)C13)O2 (stereo not given),100,97,-11,·,-1.9,6,10,-37,-6,-1
Cc1cccc(N(CC(=O)NC2CCCC2)C(=O)c2c(C)noc2C)c1,95,92,-26,1,-3.7,4,3,-15,-1,·
c1ccc(CCn2c3ccccc3c3nnc(SCc4ccc5nonc5c4)nc32)cc1,65,60,-7,-12,0.3,24*,5,-72,1,0
O=C(CCC(=O)Nc1ccccc1Cl)N/N=C1\CCCc2ccccc21,93,92,-1,·,-2.6,18,5,-41,-16,-3
CC(=O)c1cccc(NC(=O)COc2ccc(S(=O)(=O)N3CCCCC3)cc2)c1,89,79,-6,-5,-4.3,15,4,-26,-4,-1
CSc1ccccc1-n1nnnc1SCc1ccccc1,77,83,-17,-21,-0.7,3,5,-26,12,0
Cc1ccc(OCCN2CCN(c3nc(NCc4ccco4)c4ccccc4n3)CC2)cc1,33,24,3,·,-4.6,38,30*,-7,6,-5
Clc1cccc(-c2nc3nc4ccccc4nc3n2Cc2ccco2)c1,74,70,-24,·,-6.5,5,10,-36,15,1
